High-throughput results: PubChem BioAssay, National Center for Advancing Translational Sciences (NCATS)
Rab9 prom act – qHTS Assay for Rab9 Promoter Activators; Huh7 Rab9 promoter-luciferase reporter, luminescence, 24 h; Potency, µM (doses to about 9.22 µM), inactives show top-dose activation, negative = inhibition, usual class: activators; hit rate 2.8% among 320,000; note: % of control where 0% means no effect; nearly all actives have a fitted effect of over 60% in size
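Steps: seed 1500 Huh7 Rab9-luc cells per well, rest 2 h at 37 °C; add compound in DMSO; incubate 24 h; add luciferase reagent, 10 min ambient; read luminescence.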
NPC1 prom act – qHTS Assay for NPC1 Promoter Activators; Huh7 NPC1 promoter luciferase reporter, 24 h; Potency, µM (highest dose often 9.22 µM), inactives show top-dose activation, hits mostly activators; hit rate 2.4% among 320,000;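 note: % of control where 0% means no effect; nearly all actives have a fitted effect of over 60% in size; reporter is driven by a mutant NPC1 promoter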
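Cells: Huh7 expressing luciferase under the NPC1 promoter, 1500/well. Seeded 2 h, compound added, incubated 24 h at 37 °C. Luciferase reagent, 10 min ambient, then luminescence.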
MBNL1 CUG block – qHTS Assay for Inhibitors of MBNL1-poly(CUG) RNA binding; Muscleblind-like protein 1 (Homo sapiens), Q9NR56; TR-FRET MBNL1-His/biotin-(CUG)12 binding, 665/545 ratio; Potency, µM (series often up to 57.5 µM), inactives show at the highest dose activity change, negative = inhibition, usual class: inhibitors; hit rate 0.036% among 280,000; AID 2675, 2010; active = well fitted inhibition curve with a large enough effect in the signal ratio, with a control signal flat, not every such curve was filed as active; inconclusive = small, poorly fitted or top-dose-only effect, or effect the other way, or a change in a side signal; inactive = no such curve, though single readings can be large or run the other way; the % refers to the signal ratio; note: % is set by controls: 0 for no effect and ±100 for the full control effect
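MBNL1-His + Biotin-(CUG)12, cpd titration 92 nM–58 uM; Tb anti-His Ab 0.055 ng/ul, SA-XL665 5 nM (final); 60 min RT; ratiometric 665/545 nm, Ex 340 nm; normalized to buffer and full-complex controls.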
BRCA1 expr up – qHTS Assay to Identify Small Molecule Activators of BRCA1 Expression | MCF7-BRCA1-FFLuc reporter, luminescence, 48 h; response scale: scaled: vehicle 0%, 10 µM genistein 100% | Potency, µM (doses to about 46.1 µM), without a hit: at the highest dose activation, hits mostly activators | hit rate 1.1% among 380,000 | AID 624202, 2012; note: nearly all actives have a fitted effect of over 80% in size; some results filed as inactive show a strong effect at the top dose
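Using MCF7 cells harboring a BRCA1 firefly luciferase reporter, plated 2 h before compound pinning, the screen measured luminescence after 48 h incubation. Responses were normalized to DMSO and 10 microM genistein, then fitted for concentration-effect.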
Gal4-VP16 FLuc – VP16 counterscreen qHTS for inhibitors of ROR gamma transcriptional activity; hit rate 3.5% among 310,000; Drosophila S2 Gal4-VP16 UAS-luciferase, luminescence, 20 h; AID 2546, 2010; Potency, µM (series often up to 53.6 µM), inactives show at the highest dose activity, negative = inhibition, usual class: inhibitors;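 note: Gal4-VP16 expression switched on by copper sulfate through the metallothionein promoter; % is set by controls: 0 for no effect and ±100 for the full control effect; nearly all actives have a fitted effect of over 50% in size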
FLuc modulator – qHTS profiling assay for firefly luciferase inhibitor/activator using purifed enzyme and Km concentrations of substrates (counterscreen for miR-21 project); Luciferin 4-monooxygenase (Photinus pyralis), P08659; purified FLuc, Km substrates, luminescence inhibition; Potency, µM (highest dose often 57.5 µM), for inactives: at the top dose activity change, negative = inhibition, most hits filed as inhibitors; hit rate 6.9% among 360,000; AID 588342, 2011;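 note: plate controls were vehicle for no effect and reference inhibitor for full effect; nearly all actives have a fitted effect of over 55% in size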
Target sequence (P08659 whole entry, looked up): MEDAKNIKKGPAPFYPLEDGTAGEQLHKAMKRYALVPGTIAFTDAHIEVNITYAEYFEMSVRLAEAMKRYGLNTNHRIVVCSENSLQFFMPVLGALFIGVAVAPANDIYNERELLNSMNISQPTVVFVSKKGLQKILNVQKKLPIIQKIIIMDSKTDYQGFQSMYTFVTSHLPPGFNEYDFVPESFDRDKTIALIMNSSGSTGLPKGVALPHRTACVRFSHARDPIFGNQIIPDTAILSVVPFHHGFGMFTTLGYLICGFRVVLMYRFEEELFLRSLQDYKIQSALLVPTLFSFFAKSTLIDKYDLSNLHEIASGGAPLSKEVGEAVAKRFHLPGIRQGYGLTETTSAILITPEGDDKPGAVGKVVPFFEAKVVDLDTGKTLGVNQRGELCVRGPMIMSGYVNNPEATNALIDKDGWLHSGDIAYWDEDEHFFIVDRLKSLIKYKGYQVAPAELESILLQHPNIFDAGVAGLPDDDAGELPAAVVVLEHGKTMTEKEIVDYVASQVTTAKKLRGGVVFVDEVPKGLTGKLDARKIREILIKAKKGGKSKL
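Purified P. pyralis luciferase, 10 nM final, with Km-level 10 uM D-luciferin and 10 uM ATP in 50 mM Tris acetate pH 7.5, 10 mM Mg acetate, 0.01% Tween-20, 0.05% BSA; 6-point qHTS titration about 60 µM downward; luminescence read.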
p53 reactivator – qHTS assay for re-activators of p53 using a Luc reporter. H1299 p53-A138V BP100-luciferase reporter, luminescence, 24 h. AID 504706, 2011. Potency, µM (doses to about 92.2 µM), without a hit: at the top dose activity change, positive = activation, hits mostly activators. hit rate 0.063% among 320,000; note: % of control where 0% means no effect; nearly all actives have a fitted effect of over 45% in size
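H1299 (p53-null), stable ts p53-A138V + BP100-Luc; 1000 cells/well, Opti-MEM/10% FBS; cpd 4 pt, 1:5; 24 h, 37 deg C, 5% CO2; detection reagent 10 min RT; luminescence.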
RORgamma inh – qHTS for inhibitors of ROR gamma transcriptional activity. hit rate 5.4% among 310,000. Potency, µM (titrated, usually from 53.6 µM), for the others: at the top dose activity change, negative = inhibition, actives largely listed as inhibitors. Drosophila S2 Gal4-RORgamma UAS-luciferase reporter, 20 h. AID 2551, 2010; note: % is set by controls: 0 for no effect and ±100 for the full control effect; nearly all actives have a fitted effect of over 60% in size
Target sequence (P51450 whole entry, looked up, the tested form may be a part): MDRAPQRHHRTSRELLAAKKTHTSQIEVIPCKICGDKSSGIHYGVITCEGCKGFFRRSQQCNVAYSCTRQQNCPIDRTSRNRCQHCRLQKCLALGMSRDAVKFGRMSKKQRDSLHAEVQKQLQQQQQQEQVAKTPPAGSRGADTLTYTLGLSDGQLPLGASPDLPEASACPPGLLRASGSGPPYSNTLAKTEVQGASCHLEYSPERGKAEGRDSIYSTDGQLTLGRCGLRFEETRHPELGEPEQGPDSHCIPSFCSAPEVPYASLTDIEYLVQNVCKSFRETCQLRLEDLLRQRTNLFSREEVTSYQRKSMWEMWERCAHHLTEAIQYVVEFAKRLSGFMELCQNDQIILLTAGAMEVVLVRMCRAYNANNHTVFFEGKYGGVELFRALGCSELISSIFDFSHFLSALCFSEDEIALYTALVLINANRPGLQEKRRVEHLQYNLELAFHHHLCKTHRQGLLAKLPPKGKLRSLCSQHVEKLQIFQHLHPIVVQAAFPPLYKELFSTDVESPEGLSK
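Drosophila Schneider cells stably carrying a metallothionein-driven Gal4 DBD–ROR gamma fusion and a UAS-Photinus luciferase reporter were exposed to compound for 1 hr, then induced with copper sulfate (700 uM final) for 20 hr at ambient temperature before luminescence reading.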
ELG1 genotoxic – qHTS screen for small molecules that induce genotoxicity in human embryonic kidney (HEK293T) cells expressing luciferase-tagged ELG1. HEK293T ELG1-luciferase reporter, luminescence, 16 h. Potency, µM (highest dose often 46 µM), inactives show at the top dose activity change, positive = activation, hits mostly activators. AID 504466, 2011. hit rate 1.3% among 330,000; note: % of control where 0% means no effect; nearly all actives have a fitted effect of over 60% in size
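Luminescence read-out: rising ELG1-luciferase signal, reflecting elevated ELG1 protein under genetic stress, flags genotoxic compounds. Cells were treated for 16 hr at 37 °C before ONE-Glo detection.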
uPA generation – qHTS for Inhibitors of Cell Surface uPA Generation. AID 540303, 2011. hit rate 0.31% among 330,000. cell surface uPA generation assay, qHTS. Potency, µM (highest dose often 38.3 µM), without a hit: at the top dose activity change, negative = inhibition, most hits filed as inhibitors; active = well fitted inhibition curve with a large enough effect; inconclusive = small, poorly fitted or top-dose-only effect; inactive = no such curve, though single readings can be large or run the other way; tested in mouse RAW 264.7 cells; note: % is set by controls: 0 for no effect and ±100 for the full control effect; nearly all actives have a fitted effect of over 55% in size
MLL CXXC-DNA inh – qHTS Fluorescence Polarization Assay for Inhibitors of MLL CXXC domain - DNA interaction | MLL-CXXC / FITC-HOXA9 DNA fluorescence polarization | AID 2662, 2010 | hit rate 0.037% among 290,000 | Potency, µM (top dose mostly 115 µM), inactives show top-dose activity change, negative = inhibition, most hits filed as inhibitors | Histone-lysine N-methyltransferase 2A (Homo sapiens), Q03164; active = well fitted inhibition curve with a large enough effect in the polarisation, with a control signal flat, not every such curve was filed as active; inconclusive = small, poorly fitted or top-dose-only effect, or effect the other way, or a change in a side signal; inactive = no such curve, though single readings can be large or run the other way; the % refers to the polarisation
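Purified MLL-CXXC (added from a 7 uM solution) was preincubated 5 min at ambient with pinned compounds in 50 mM Tris-HCl pH 7.5, 50 mM NaCl, 1 mM DTT, 0.05% BSA. Fluorescein-labeled HOX-A9 DNA (50 nM solution) followed, 30 min, then polarization read.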
* hit, by the source's call; ? = inconclusive; . = not tested or not shown; & = joins results of further samples; [ ] = remark or other dose. Unless noted, calls come from the whole dose curve; as a rule, active = well fitted curve in the direction sought with a large enough effect; inconclusive = small, poorly fitted or top-dose-only effect, or another doubt; inactive = no such curve, though single readings can be large; an effect the other way counts as inactive or inconclusive. Potency is the fitted concentration of half-maximal effect. Not all compounds are listed, so the mix of outcomes need not match the whole.

SMILES	Rab9 prom act	NPC1 prom act	MBNL1 CUG block	BRCA1 expr up	Gal4-VP16 FLuc	FLuc modulator	p53 reactivator	RORgamma inh	ELG1 genotoxic	uPA generation	MLL CXXC-DNA inh
CC(C)(C)C(=O)COC(=O)c1ccc(N)c([N+](=O)[O-])c1	23%	9%	.	26%	8%	?	22%	19%	-7%	1%	15%
COc1ccccc1N1CCN(C(=O)c2cc3c(=O)n(C)c4ccccc4c3n2C)CC1	-1%	1%	4%	1%	0%	2%	1%	12%	-9%	13%	6%
COc1ccc(NC(=O)c2ccccc2)cc1	1.8µM*	3.5µM*	.	?	.	?	.	.	?	?	.
CC(C)(CNC(=O)Cc1ccc(Br)cc1)N1CCOCC1	0%	-5%	-4%	-8%	6%	-1%	-2%	-3%	-2%	-1%	3%
CCc1nnc(NC(=O)CSc2nnc(-c3ccccc3O)o2)s1	6%	3%	3%	71%	1.1µM*	?	3%	0.11µM*	5%	-8%	-15%
O=C(NCc1ccco1)c1nc2ncccn2n1	.	.	-9%	2%	-11%	3%	.	-13%	.	-2%	-3%
CC(C)(C)c1ccc(-c2cc(C(=O)NNC(=O)Nc3ccccc3)c3ccccc3n2)cc1	21%	?	1%	-54%	?	0.48µM*	?	1µM*	?	-11%	-14%
COc1ccc(Cc2nnc(SCC(=O)Nc3ccc(C)c(C)c3)o2)cc1OC	-3%	2%	1%	-42%	-9%	6%	-1%	-2%	0%	1%	13%
CN1CCN(c2nc3ccccn3c(=O)c2C=C(C#N)C#N)CC1	-2%[1.84 µM]	2%	?	5%	8%	6%	-1%	-6%	-3%	-13%	-6%
CCC(=O)Nc1ccc2c(c1)nc(CCN1CCCCC1)n2C	-1%	-2%	-8%	-1%	9%	-2%	2%	?	0%	-11%	0%
O=C(O)C1=C[C@@H](c2ccc3c(c2)OCO3)C[C@@H](OCCCCO)O1	9%	6%	1%	0%	-10%	-1%	1%	-2%	9%	?	-25%
CCN(CC)N=Nc1ccc(C(=O)O)cc1	-5%	-2%	.	6%	1%	0%	5%	-15%[10 µM]	5%	-5%	-6%
CC(C)C(NC(=O)c1cccs1)C(=O)NC1=NCCS1 (configuration not stated)	-8%	0%	-3%	3%	13%	2%	-1%	-19%	4%	4%	1%
Cc1ccc(-n2nc3c(c2NC(=O)c2c(F)cccc2Cl)CS(=O)(=O)C3)cc1C	0%	1%	4%	-23%	5%	-1%	5%	3%	0%	?	0%
O=C(CC(=O)Nc1ccccc1C(F)(F)F)Nc1ccccc1C(F)(F)F	-5%	-2%	-2%	-1%	-6%	1%	-4%	12%	-1%	0%	3%
O=C(O)c1ccc(/C=N/Nc2cccc(C(F)(F)F)c2)cc1	2.5µM*	2.8µM*	8%	92%	-15%	21µM*	0%	?	?	13%	-3%
CCOP(=O)(OCC)/C(C#N)=C/c1c[nH]c2ccccc12	-2%	-3%	?	-20%	-8%	4%	-7%	-11%	-7%	10%	7%
Cc1ccc(-n2c(=O)cc(N3CCCCCC3)[nH]c2=O)cc1	-1%	-2%	1%	24%	5%	5%	?	?	6%	-5%	8%
O=C(Nc1ccc(S(=O)(=O)N2CCOCC2)cc1)c1ccc(=O)[nH]c1	1%	3%	.	0%	-15%	-1%	-1%	-23%	0%	8%	-4%
CN1C(=O)S/C(=C/c2ccc(OCc3cccc(C(=O)O)c3)cc2)C1=O	0.28µM*	0.4µM*	1%	-14%	-2%	2.7µM*	.	-1%	?	-4%	-21%
Cc1nnc(NC(=O)CSc2nnc(CNC(=O)c3ccccc3)n2-c2ccccc2)s1	-2%	7%	-6%	17%	0%	4%	-1%	14%	-8%	-1%	-3%
O=C(c1nc2ccc(Cl)cn2c1CNCCn1ccnc1)N1CCCCCCC1	-2%	-6%	0%	14%	-4%	-1%	-1%	17%	1%	-11%	-3%
COc1ccc(OC)c(NC(=O)COc2coc(CN3CCc4ccccc43)cc2=O)c1	-8%	-4%	.	-45%	.	0%	-6%	.	-5%	1%	.
C=CCn1c(SCc2ccc(C#N)cc2)nnc1-c1ccccc1	-4%	0%	-5%	1%	1%	5%	-6%	7%	2%	.	4%
O=C(O)CCN(CCC(=O)O)c1ccccc1	1%	-4%	-6%	1%	-15%	0%	11%	-23%	-4%	0%	-2%

Whole records, looked up by structure. Order of values: Rab9 prom act	NPC1 prom act	MBNL1 CUG block	BRCA1 expr up	Gal4-VP16 FLuc	FLuc modulator	p53 reactivator	RORgamma inh	ELG1 genotoxic	uPA generation	MLL CXXC-DNA inh
`CCN(CC)N=Nc1ccc(C(=O)O)cc1` is listed with -5%	-2%	.	6%	1%	0%	5%	-15%[10 µM]	5%	-5%	-6%
`COc1ccccc1N1CCN(C(=O)c2cc3c(=O)n(C)c4ccccc4c3n2C)CC1` is listed with -1%	1%	4%	1%	0%	2%	1%	12%	-9%	13%	6%

(continued)
SMILES	Rab9 prom act	NPC1 prom act	MBNL1 CUG block	BRCA1 expr up	Gal4-VP16 FLuc	FLuc modulator	p53 reactivator	RORgamma inh	ELG1 genotoxic	uPA generation	MLL CXXC-DNA inh
CCOc1ccc(S(=O)(=O)Nc2ccc(C(=O)N3CC(C)OC(C)C3)cc2)cc1 (configuration not stated)	0%	-2%	.	-9%	.	3%	-1%	.	-1%	12%	.
COc1ccc(CCNC(=O)CC2C(=O)NCCN2CC(C)(C)C)cc1 (configuration not stated)	3%	-5%	2%	-4%	-9%	3%	7%	-5%	1%	3%	4%
O=C(NCCN1CCOCC1)c1cc(Sc2cccc(Cl)c2)nc2ccccc12	2%	-1%	12%	-28%	-4%	-1%	-10%	16%	0%	-9%	2%
CCOc1ccc(CNC(=O)c2cc3oc4ccccc4c3n2C)cc1	-1%	7%	-3%	49%	2%	-6%&-1%	-9%	11%	-9%	-2%	14%
Cc1ccc(C(c2nnnn2CCC(C)C)N2CCN(C)CC2)cc1 (configuration not stated)	0%	-2%	1%	6%	2%	2%	?	-29%	0%	-7%	-2%
CN(Cc1ccccc1)CC(O)COc1ccc(CNCCOc2cccnc2)cc1 (configuration not stated)	4%	0%	-5%	-15%	2%	-1%	-2%	-24%	0%	-3%	-9%
CC(=O)c1cccc(NC(=O)CN(C)Cc2ccc(OC(F)F)cc2)c1	2%	2%	.	-1%	-3%	-3%	-1%	30%	-2%	4%	-4%
COc1cccc(-c2nn3c(-c4ccccn4)nnc3s2)c1	18%	14%	-12%	27%	0%	-26%	?	18%	-3%	-7%	-5%
Cc1cc(C)c2cc(C(=O)N3CCC(C(=O)c4ccc(F)cc4)CC3)[nH]c2c1	-8%	3%	.	-53%	-13%	-2%	1%	25%	-5%	-2%	2%
CCc1c(C)nc2cc(-c3cc(OC)cc(OC)c3)nn2c1N1CCCC1	-21%	-2%	11%	-54%	13µM*	-4%	5%	7.1µM*	-14%	20%	-3%
COc1cc(NC(=O)CN2C(=O)NC(C)(c3ccc(OC(F)F)cc3)C2=O)cc(OC)c1OC (configuration not stated)	0%	-2%	-2%	-29%	0%	3%	-7%	44%	-15%	0%	3%
CCc1ccc(C2C(C#N)=C(N)N(N(C)C)C3=C2C(=O)CCC3)cc1 (configuration not stated)	3%	1%	1%	-11%	2%	3%	-7%	0%	5%	-5%	-9%

An excerpt from above in order of length of the SMILES, low to high.
SMILES	Rab9 prom act	NPC1 prom act	MBNL1 CUG block	BRCA1 expr up	Gal4-VP16 FLuc	FLuc modulator	p53 reactivator	RORgamma inh	ELG1 genotoxic	uPA generation	MLL CXXC-DNA inh
COc1cccc(-c2nn3c(-c4ccccn4)nnc3s2)c1	18%	14%	-12%	27%	0%	-26%	?	18%	-3%	-7%	-5%
O=C(NCCN1CCOCC1)c1cc(Sc2cccc(Cl)c2)nc2ccccc12	2%	-1%	12%	-28%	-4%	-1%	-10%	16%	0%	-9%	2%
CCOc1ccc(S(=O)(=O)Nc2ccc(C(=O)N3CC(C)OC(C)C3)cc2)cc1 (configuration not stated)	0%	-2%	.	-9%	.	3%	-1%	.	-1%	12%	.
